# Screens (PubChem BioAssay)
# phage Ecoli inh: E. coli growth loss with phage present; growth absorbance; inhibition, % at 11.9 µM; 360,000 compounds, 0.26% hits; in the data active means inhibition above about 11%
# PKA-R1A act: PKA-R1A complex activation; P00514+P68181; PKA-R1A dissociation, Cy5-IP20 fluorescence polarization; scaled: DMSO 0%, 113 µM cGMP 100%; activation, % at 11.4 µM; 340,000 compounds, 0.083% hits; AID 504707;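 active means percent activation above the mean of all tested compounds plus 3 SD, cut at about 19% in these data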;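 further: higher means more PKAc released from R1A so a rise in polarization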
# SUMO Mot1 rescue: SUMOylation pathway inhibition by Mot1-301 growth rescue; S. cerevisiae Mot1-301 growth rescue, ATP luminescence, 38.5C; percent above DMSO median, 100 means doubled; growth rescue, % at 18.8 µM; 320,000 compounds, 1% hits; AID 2716;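 active means every valid replicate shows activation above 250% relative to neutral control wells; inactive means the rest, any valid replicate at or below 250%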;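 further: OY570 slx delta 5 strain wells were the positive control but not used for scaling; some compounds called inactive have numbers as strong as hits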
# AddAB inh: less growth of phage-infected E. coli with AddAB; E. coli expressing H. pylori AddAB, absorbance growth; inhibition, % at 11.9 µM; 330,000 compounds, 0.29% hits; AID 435030; in the data active means inhibition above about 12%;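 further: 0% = vehicle wells of infected cells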
# PKA-R2B act: activates the human PKA-R2B holoenzyme complex. PKA-R2B holoenzyme dissociation, Cy5-IP20 fluorescence polarization; R2B truncated from residue 108, S112A mutant; 0% DMSO only, 100% 113 µM cGMP. AID 504700. 340,000 compounds, 0.079% hits. activation, % at 11.4 µM. P22694+P31323;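 active means activation above a cutoff set at the mean over all compounds plus 3 SD, cut at about 18% in these data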;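 further: higher means more holoenzyme dissociation and a rise in polarization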
# Target sequence (P31323 whole entry, looked up, other chains not shown, the tested form may be a part): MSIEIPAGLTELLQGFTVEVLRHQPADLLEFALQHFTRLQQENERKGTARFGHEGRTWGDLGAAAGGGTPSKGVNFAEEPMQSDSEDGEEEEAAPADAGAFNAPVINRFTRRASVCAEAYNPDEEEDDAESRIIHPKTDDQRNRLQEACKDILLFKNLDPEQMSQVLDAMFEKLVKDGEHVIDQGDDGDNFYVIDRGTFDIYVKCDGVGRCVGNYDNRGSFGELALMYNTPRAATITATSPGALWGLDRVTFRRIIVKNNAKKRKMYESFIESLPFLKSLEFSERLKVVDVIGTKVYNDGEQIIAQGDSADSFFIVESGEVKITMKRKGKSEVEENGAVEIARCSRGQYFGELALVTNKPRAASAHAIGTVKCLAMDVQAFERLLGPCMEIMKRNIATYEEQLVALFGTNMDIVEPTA
# CDK5 inh: inhibitors of human CDK5/p35 kinase; AID 488839; 330,000 compounds, 0.01% hits; inhibition, % at 10 µM; Recombinant CDK5/p35, ADP-Glo luminescence, 60 min; Q00535+Q15078;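 active means highest replicate inhibition of at least 50% and at least 75% of replicates reaching 50%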;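 further: plate controls were DMSO neutral control for no effect and GW8510 at 10 µM for full effect; many of its hits are not listed in these tables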
# Target sequence (Q00535 whole entry, looked up): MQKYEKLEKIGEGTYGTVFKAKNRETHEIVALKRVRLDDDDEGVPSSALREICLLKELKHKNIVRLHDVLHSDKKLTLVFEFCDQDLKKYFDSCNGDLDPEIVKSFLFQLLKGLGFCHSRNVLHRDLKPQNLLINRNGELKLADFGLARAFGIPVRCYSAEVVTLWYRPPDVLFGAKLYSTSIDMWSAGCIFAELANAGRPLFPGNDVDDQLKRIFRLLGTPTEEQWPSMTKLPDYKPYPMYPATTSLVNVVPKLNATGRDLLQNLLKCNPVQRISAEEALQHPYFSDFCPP
# Target sequence (Q15078 whole entry, looked up): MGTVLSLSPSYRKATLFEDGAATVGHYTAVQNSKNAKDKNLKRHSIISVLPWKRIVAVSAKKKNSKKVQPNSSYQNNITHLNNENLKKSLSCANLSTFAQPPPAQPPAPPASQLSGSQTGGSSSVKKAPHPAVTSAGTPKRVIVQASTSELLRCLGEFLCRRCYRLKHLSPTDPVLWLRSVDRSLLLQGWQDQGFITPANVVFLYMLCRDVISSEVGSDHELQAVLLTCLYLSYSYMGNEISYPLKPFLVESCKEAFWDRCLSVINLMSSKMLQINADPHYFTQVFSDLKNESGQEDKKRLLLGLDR
# HTR5A inv ag: inverse agonist of human HTR5A in OPRM1-OPRD1 counter-screen. inhibition, % at 9.3 µM. HTR5A cell line, luminescence, inverse agonism. AID 504634. 340,000 compounds, 0.083% hits. P47898; in the data active means inhibition mostly above about 23%, no sharp cut-off; inactive means mostly below about 18%;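 further: 0% = cells with DMSO and 100% = no-cell wells with DMSO; some compounds called inactive have numbers as strong as hits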
# Ecoli viability: counter-screen for AddAB inhibitors: E. coli growth inhibition | AID 449728 | E. coli V3065 growth, OD600 absorbance, 18 h | inhibition, % at 11.9 µM | 330,000 compounds, 0.27% hits;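 active means inhibition above the campaign's mean inhibition across all tested compounds plus 3 SD, cut at about 9.9% in these data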;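 further: uninfected addAB+ strain grown without phage in ampicillin broth; 0% = DMSO wells and 100% = ciprofloxacin 0.95 µg/ml wells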
# Tat export inh: E. coli Tat transport inhibition; E. coli MC4100 TorA-mCherry Tat export, fluorescence; inhibition, % at 10 µM; 340,000 compounds, 0.036% hits; AID 488895;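 active means mean replicate inhibition at least 50% and at least half of replicates individually reaching 50%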;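 further: exported cargo escapes ClpAP degradation while cytoplasmic cargo is degraded and loses fluorescence; 0% = median of neutral control wells and 100% = median of NaSCN control wells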
# HTR5A ag: activates human HTR5A in OPRM1-OPRD1 agonist counter-screen | AID 504692 | 340,000 compounds, 0.61% hits | activation, % at 9.3 µM | HTR5A agonist assay, luminescence, cell-based | P47898; in the data active means activation mostly above about 9.5%, no sharp cut-off; inactive means mostly below about 7.6%;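 further: 0% = cells with vehicle only and 100% = reference agonist; strong numbers were not always called active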
# DAGLB inh: blocks human DAGLB lipase activity; HEK293T DAGLB membrane lysate, EnzChek fluorogenic substrate; Q8NCG7; 340,000 compounds, 0.059% hits; inhibition, % at 5.17 µM; in the data active means inhibition above about 34%;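 further: 0% = enzyme with vehicle and 100% = wells lacking enzyme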
# The depositor's hits bear a star; . = no result given. Outcome played no part in choosing rows; about 2.3% have a hit in one of these screens.
Structure,phage Ecoli inh,PKA-R1A act,SUMO Mot1 rescue,AddAB inh,PKA-R2B act,CDK5 inh,HTR5A inv ag,Ecoli viability,Tat export inh,HTR5A ag,DAGLB inh
Cc1cc([N+](=O)[O-])nn1CC(=O)N1c2ccccc2CC1C (stereo unspecified),-0.2,1,-8,5.7,3,1.4,31,1.0,-1,-4,0
Cc1ccc(N2C(=O)/C(=C\c3ccc(C(C)C)cc3)N=C2SC2CCOC2=O)cc1 (stereo unspecified),1.9,0,-4,-0.7,-1,0.6,14,1.6,-16,2,-5
Nc1ccc(-c2nnn(Cc3ccccc3)n2)cc1,2.6,-6,.,.,8,-0.9,-16,.,19,4,1
O=C(NC(=S)Nc1ccccc1Br)c1cccnc1,3.9,-1,22,0.6,3,0.3,21,0.1,-2,-6,-2
CN1CCN(C(=O)c2cc3nc(-c4ccco4)cc(C(F)(F)F)n3n2)CC1,3.4,0,-9,4.8,-10,0.2,5,1.3,6,-2,-1
CN(C)S(=O)(=O)c1cccc(NC(=O)COC(=O)c2cc(=O)c3ccccc3o2)c1,-3.2,-2,4,1.2,-13,0.4,12,1.9,0,0,-2
O=C(N/N=C/c1ccc(OC(=O)c2cccs2)cc1)c1cccc(F)c1,.,-13,-12,-1.9,7,-4.0,-20,-2.7,-8,6,-1
Cc1ccc(S(=O)(=O)Oc2cc(N)c3c(n2)CCC3)cc1,-0.8,-8,10,1.3,-9,0.7,-19,0.3,-13,9,1
Cc1onc(-c2c(Cl)cccc2Cl)c1C(=O)Nc1ccc(N2CCOCC2)cc1,0.5,-1,0,-0.7,2,-0.6,17,-0.5,-2,-6,-1
Cc1ccc(S(=O)(=O)N[C@H](C(=O)OCC(=O)NC(=O)C2CCCCC2)C(C)C)cc1,-0.2,-2,9,1.4,-2,-2.2,-11,0.4,0,3,-4
Cc1ccccc1NS(=O)(=O)c1ccc(C(=O)N2CCCC2)cc1,-1.1,3,43,-0.9,6,-0.4,1,-1.5,0,0,-1
CCOc1ccc(C(=O)OCC(=O)N2CCCC2)cc1OCC,-1.1,3,-14,1.4,-4,-1.8,-1,-0.4,-2,6,-1
CCC/C(O)=C1\C(=O)CC(c2ccccc2)CC1=NCCc1c(C)[nH]c2ccc(C)cc12 (stereo unspecified),2.4,-10,-12,0.8,-13,1.3,1,-0.4,-13,0,2
O=c1c2ccccc2oc2cc(NCCCN3CCOCC3)ccc12,1.9,9,4,0.2,0,-1.4,-7,-0.9,1,5,0
Cc1ccc(C(=O)CCC(=O)Nc2cccnc2)cc1C,3.1,-8,5,-1.3,-4,-1.2,-2,-1.0,3,-3,2
O=C(Nc1ccc2c(c1)ncn2C1CCCCC1)c1ccco1,3.3,4,-22,0.8,12,1.8,7,0.3,-1,-2,-2
CC1=C(C(=O)OCCOC(C)C)C(c2cccc3ccccc23)NC(=O)N1 (stereo unspecified),3.6,4,-8,-0.4,-3,0.6,-12,-1.9,-8,5,0
Cc1cc(C)c2nc(SCC(=O)NC(=O)c3cccn3C)cc(C)c2c1,2.5,-7,-12,4.2,7,-0.2,11,-2.2,1,-4,-4
O=C(N=Nc1c(O)[nH]c2ccccc12)c1ccccc1NS(=O)(=O)c1cccs1,6.2,8,-7,-0.1,13,-1.1,-7,-0.6,4,-4,6
COc1cccc(/C(C)=N/Nc2ncc(Cl)cc2Cl)c1,1.6,-16,5,3.8,-18,0.0,5,-2.1,-5,0,-3
Cc1cc(N2CCCCC2)nc2c(C)cccc12,2.7,-6,.,1.0,12,0.1,-3,1.9,5,-6,-10
CC1CCCCN1C(=O)CCNC(=O)Cn1cnc2ccccc2c1=O (stereo unspecified),3.1,-6,15,0.2,-8,1.4,-10,-1.6,-5,1,0
Cc1cccc(C(=O)Nc2ccc(N3CCN(S(C)(=O)=O)CC3)cc2)c1,3.3,-8,13,4.8,-12,-2.4,-9,1.0,2,3,0
O=C1CN(S(=O)(=O)c2ccccc2)CCN1S(=O)(=O)c1ccccc1,1.4,5,8,1.7,-13,-4.2,-19,0.5,1,-1,0
O=c1c2ccccc2n2c(-c3ccc(F)cc3)nnc2n1Cc1ccccc1,1.9,3,3,5.1,9,0.7,-44,0.5,0,5,-2
CN(C)c1ccc(-n2cccc2/C=C2/SC(=Nc3ccc(F)cc3)NC2=O)cc1,2.0,-1,-9,-0.2,0,-0.3,-6,-1.1,-3,-3,2
COc1cc(OC)c(C(=O)Nc2ccc3ccccc3c2)cc1OC,.,-20,161,3.9,-17,-3.1,0,-1.4,0,6,-6
Cc1n[nH]c(C)c1S(=O)(=O)N1CCN(S(=O)(=O)c2ccccc2C#N)CC1,2.1,0,.,2.6,-4,0.9,-35,-1.5,1,14,-4
CC(C)(C)c1ccc(C(=O)NCc2ccccc2)cc1,4.5,-8,-5,-0.3,-7,-1.2,-12,0.9,-2,4,-6
CC(=O)c1cc(-c2ccccc2)n(CC(=O)Nc2cccc(C)c2C)c1C,2.8,2,12,3.0,4,-1.2,-19,0.3,-2,5,-3
O=C(Nc1ccc(S(=O)(=O)NCCc2ccccc2)cc1)c1ccncc1,2.9,2,-1,0.6,0,-1.7,2,0.8,-3,0,0
Cc1ccc(NC(=O)CN(c2cc(C)cc(C)c2)S(=O)(=O)c2c(C)noc2C)nc1,4.4,-6,-16,-0.2,-4,0.4,-25,-2.3,11,8,-8
Cc1ccc(N2CC(C(=O)Nc3cccnc3)CC2=O)cc1 (stereo unspecified),2.0,13,125,0.2,12,0.8,7,1.0,-11,3,1
C/C(=N\NC(=O)c1nnn(-c2nonc2N)c1CN1CCCCCC1)c1ccc(Br)cc1,3.4,-14,120,3.6,3,11,-18,2.1,-8,7,-5
COc1ccc([C@@H]2[C@@H]3C(=O)N(C(C)(C)C)C(=O)[C@@H]3[C@]3(C)C(=O)N(c4ccccc4)C(=O)N23)cc1,3.9,-9,10,0.9,-13,0.1,13,1.7,-3,-1,-6
O=C(O)c1cccc(S(=O)(=O)Nc2ccc(O)cc2Sc2nc3ccccc3s2)c1,0.6,5,11,2.4,-12,1.8,28,-3.0,4,3,3
CCOc1ccc(N(C(=O)Nc2ccccc2)C2=NCCC2)cc1,1.1,-10,7,1.1,3,-2.9,5,1.4,8,-2,1
O=C(c1ccco1)N1CCN(Cc2nc3ccccc3[nH]2)CC1,3.2,3,-12,-0.5,-5,-2.0,3,-0.2,17,5,2
CN1C(=O)CC(C(=O)O)SC1=Nc1cccc(C(F)(F)F)c1 (stereo unspecified),0.3,-7,6,3.6,-4,-1.2,1,-1.2,0,0,2
Cn1nc(C(C)(C)C)c([N+](=O)[O-])c1C(=O)NC(C)(C)C,6.0,2,1,-2.5,-1,0.6,-10,-2.5,5,4,-5
c1ccc(-c2nc3ccccc3nc2N2CCOCC2)cc1,-1.9,-3,22,0.2,2,-0.4,11,-0.9,4,5,-1
CN(C)S(=O)(=O)c1cccc(NC(=O)c2cc(-c3cccs3)nc3ccccc23)c1,3.4,-5,6,0.8,-9,-0.4,-2,0.9,-4,4,1
CCCCCn1c(CCNC(=O)CCC)nc2ccccc21,1.1,5,-13,-1.3,-5,-4.4,-18,-0.3,-3,-1,-1
COc1ccc2c(c1)CCCC21NC(=O)N(CC(N)=O)C1=O (stereo unspecified),1.2,-3,.,3.8,-10,0.9,8,-1.2,19,3,-1
COc1ccccc1C(=O)Nc1cccc(Oc2c(F)c(F)c(F)c(F)c2F)c1,0.5,.,248,-0.7,.,1.9,.,0.4,-3,.,.
O=C(Nc1ccccn1)c1ccco1,1.6,-13,-9,3.2,-6,0.2,-4,-0.3,0,0,0
CCN(CC(=O)Nc1ccc(NC(C)=O)cc1)C(=O)c1cccc(Oc2ccccc2)c1,-0.5,-4,-9,-1.4,-7,-0.3,-14,0.4,0,3,2
COc1ccc(-c2cc(C(=O)Nc3ccc(S(=O)(=O)Nc4ncccn4)cc3)c3ccccc3n2)cc1,1.5,-5,2,0.2,-4,1.3,-6,-1.3,-3,9,2
CC(C)(C)OC(=O)N1CCCC(C(=O)Nc2ccc(C(=O)N3CCOCC3)cc2)C1 (stereo unspecified),3.3,11,-12,0.9,3,-0.7,-5,0.1,-18,2,-4
Brc1ccc(C2Nc3cccc4cccc(c34)N2)cc1,3.0,-3,.,.,-4,1.6,23,.,0,-4,0

# Next compounds.
Structure,phage Ecoli inh,PKA-R1A act,SUMO Mot1 rescue,AddAB inh,PKA-R2B act,CDK5 inh,HTR5A inv ag,Ecoli viability,Tat export inh,HTR5A ag,DAGLB inh
Cc1cc(NC(=O)c2cc3n(n2)C(C(F)(F)F)CC(c2ccco2)N3)n(-c2ccccc2)n1 (stereo unspecified),2.2,-4,-10,3.0,1,1.2,-4,1.5,5,-2,-2
Cc1ccc(C(=O)COC(=O)CN2C(=O)C3CC=CCC3C2=O)cc1[N+](=O)[O-] (stereo unspecified),0.4,3,-5,1.4,-4,1.7,1,2.4,3,-4,-1
CCOc1cc(/C=N/NC(=S)Nc2ccccc2C(F)(F)F)ccc1OCC(=O)N1CCOCC1,1.1,0,1,-1.5,-5,0.4,17,-0.2,8,1,-2
COc1ccccc1NC(=O)/C(C#N)=C/c1c(C)nn(-c2ccc(F)cc2)c1Cl,2.5,-10,3,-1.4,11,1.1,6,-0.6,-3,-2,-4
C=CCOc1ccc(C2C(C(=O)c3ccc(C)o3)=C(O)C(=O)N2Cc2cccnc2)cc1 (stereo unspecified),-0.6,13,77,-0.8,-11,0.1,-1,-0.1,7,0,-1
CCn1c(SCC(=O)N2CCCc3ccccc32)nnc1-c1cccs1,-2.5,-11,-8,-4.5,-2,1.0,-24,0.3,-4,-4,-1
CN(C(=O)CCN1C(=O)S/C(=C\c2ccccc2)C1=O)C1CCS(=O)(=O)C1 (stereo unspecified),4.1,-14,-11,3.6,0,-0.5,3,-0.4,-1,-1,1
NC(=O)c1ccc[n+](Cc2ccc(-c3ccccc3)cc2)c1,3.4,4,10,-0.4,8,1.4,-1,1.6,-8,0,3
COC(=O)c1cc(S(=O)(=O)Nc2cccc(OC)c2)cn1C,2.7,-11,56,-0.1,-13,-1.2,-19,-0.1,0,7,0
O=C(Cn1c(=O)cnc2ccccc21)Nc1cc(Cl)ccc1N1CCOCC1,1.6,7,0,0.1,3,2.4,11,-2.1,15,-3,2
COc1ccc(NC(=O)C2CC(=O)N(c3ccccc3Cl)C2)c(OC)c1 (stereo unspecified),-1.6,-7,3,4.8,-4,-0.2,3,-0.8,-10,-1,-1
Fc1ccc2cnc(-c3ccccc3)c(-c3ccc(C(F)(F)F)cc3)c2c1,1.0,-2,-8,-0.1,1,-0.3,6,-1.1,-4,3,-8
CC1CCN(C(=O)c2ccc(NS(=O)(=O)c3ccc4[nH]c(=O)[nH]c4c3)cc2)CC1,3.3,-6,-30,-1.4,1,-0.1,-6,0.1,-3,1,1
